Assay outcomes (PubChem)
UGM FP inh: Mtb UDP-galactopyranose mutase inhibition. P9WIQ1. purified UGM, fluorescence polarization probe displacement. inhibition, % at 10 µM. 320,000 tested, 0.06% active; in the data active = inhibition above about 10%, passing the limit was not always enough; inconclusive = no clear call, values can overlap the other calls
Target sequence (P9WIQ1 whole entry, looked up): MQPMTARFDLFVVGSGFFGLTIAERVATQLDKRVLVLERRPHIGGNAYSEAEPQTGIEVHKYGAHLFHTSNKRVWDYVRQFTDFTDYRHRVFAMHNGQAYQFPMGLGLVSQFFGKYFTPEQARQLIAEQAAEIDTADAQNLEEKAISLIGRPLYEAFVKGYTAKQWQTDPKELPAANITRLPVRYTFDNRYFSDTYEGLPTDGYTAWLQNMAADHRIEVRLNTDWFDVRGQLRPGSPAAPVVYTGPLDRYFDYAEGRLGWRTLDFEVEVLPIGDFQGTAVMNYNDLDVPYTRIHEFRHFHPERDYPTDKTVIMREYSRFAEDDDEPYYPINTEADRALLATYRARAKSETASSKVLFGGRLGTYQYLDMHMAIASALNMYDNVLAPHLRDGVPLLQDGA
MazF activator: activators of E. coli MazEF toxin-antitoxin RNase; activation, % at 20 µM; P0AE70; 350,000 tested, 0.32% active; AID 504720; FAM/BHQ RNA-DNA oligo cleavage fluorescence, 5 h; in the data active = activation above about 50%
Target sequence (P0AE70 whole entry, looked up): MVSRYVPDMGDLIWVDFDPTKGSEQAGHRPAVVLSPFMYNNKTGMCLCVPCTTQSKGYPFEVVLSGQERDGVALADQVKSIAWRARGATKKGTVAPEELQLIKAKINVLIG
BoNT F protease: blocks Botulinum neurotoxin F light chain protease; Multiplex microsphere protease cleavage assay, flow cytometry; inhibition, % at 10 µM; 360,000 tested, 0.22% active; in the data active = inhibition above about 35%, passing the limit was not always enough; inconclusive = no clear call, values can overlap the other calls; note: plate controls were buffer without enzyme for full effect and enzyme alone for no effect
FadD28 FP inh: blocks FadD28 binding to the bisubstrate probe; inhibition, % at 12.5 µM; fluorescence polarization; AID 588549; 360,000 tested, 0.22% active; in the data active = inhibition above about 8.5%, passing the limit was not always enough; inconclusive = no clear call, values can overlap the other calls
Rv3671c protease: inhibitors of M. tuberculosis serine protease Rv3671c; P9WHR9; inhibition, % at 5.96 µM; 320,000 tested, 0.048% active; AID 2606; in the data active = inhibition above about 38%;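 note: extracellular domain of Rv3671c used as enzyme; 0% = enzyme with DMSO and 100% = no enzyme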
CCHF vOTU inh: CCHFV vOTU protease inhibition | inhibition, % at 11.5 µM | 370,000 tested, 0.55% active | Pep-AMC fluorescence; note: 0% = vehicle wells with enzyme and 100% = no enzyme wells
BioA inh: blocks M. tuberculosis BioA enzyme activity; 360,000 tested, 0.096% active; inhibition, % at 9.99 µM; AID 602481; purified M. tuberculosis BioA enzyme, plate reader; in the data active = inhibition above about 40%; inconclusive = no clear call, values can overlap the other calls
FBA Mtb inh: inhibitors of M. tuberculosis fructose-bisphosphate aldolase | purified M. tuberculosis FBA, fluorescence read-out | 360,000 tested, 2.3% active | P9WQA3 | inhibition, % at 1 µM | AID 588726; in the data active = inhibition above about 27%;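 note: 0% = vehicle and 100% = reference inhibitor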
Target sequence (P9WQA3 whole entry, looked up): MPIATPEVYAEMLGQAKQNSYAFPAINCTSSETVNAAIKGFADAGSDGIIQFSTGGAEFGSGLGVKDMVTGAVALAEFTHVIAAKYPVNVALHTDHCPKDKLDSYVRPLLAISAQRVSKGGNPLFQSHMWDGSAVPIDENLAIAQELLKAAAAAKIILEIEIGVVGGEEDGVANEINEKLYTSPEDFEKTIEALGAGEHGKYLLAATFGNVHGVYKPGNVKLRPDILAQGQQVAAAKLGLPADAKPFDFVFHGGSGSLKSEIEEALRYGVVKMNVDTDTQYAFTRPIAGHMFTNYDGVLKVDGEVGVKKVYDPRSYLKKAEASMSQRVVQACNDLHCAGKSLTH
VHR inh abs: blocks human VHR1 dual specificity phosphatase | 290,000 tested, 0.52% active | AID 1654 | P51452 | inhibition, % at 13.3 µM | recombinant VHR phosphatase, pNPP absorbance; in the data active = inhibition above about 50%; note: some compounds called inactive have numbers as strong as hits
Target sequence (P51452 whole entry, looked up): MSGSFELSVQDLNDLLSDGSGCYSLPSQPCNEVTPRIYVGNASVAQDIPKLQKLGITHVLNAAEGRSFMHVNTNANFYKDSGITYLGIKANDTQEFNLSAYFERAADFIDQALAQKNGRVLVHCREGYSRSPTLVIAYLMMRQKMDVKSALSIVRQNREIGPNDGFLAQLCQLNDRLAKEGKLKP
GDH-TPI inh: GDH-TPI coupled enzyme inhibition counter-screen; GDH-TPI coupled enzyme counterscreen, NADH absorbance; inhibition, % at 4.8 µM; 360,000 tested, 1.2% active;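 note: 0% = DMSO wells and 100% = wells lacking the enzyme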
Active calls of the source: *; ? = inconclusive; / = not tested or not shown; & = joins results of further samples. Cut-off read from the data, not from the text of the source, unless noted: active = inhibition above about 30%; inactive = the rest.

SMILES | UGM FP inh | MazF activator | BoNT F protease | FadD28 FP inh | Rv3671c protease | CCHF vOTU inh | BioA inh | FBA Mtb inh | VHR inh abs | GDH-TPI inh
O=C(CN1C(=O)c2ccccc2C1=O)c1ccccc1 | -4.0 | 5 | -3 | -0.5 | -5 | 3 | -0.9 | 1 | 20 | -8
COc1cc(S(=O)(=O)N2CCOCC2)ccc1NC(=O)CSc1n[nH]c(=O)[nH]c1=O | 0.1 | 2 | -5 | -1.9 | 5 | 10 | / | 0 | 30 | 1
CCOC(=O)c1[nH]c2ccc(Br)cc2c1NC(=O)CCN1CCCC(C)(C)C1 | 2.8 | -1 | -12 | -2.4 | 3 | 14 | / | 2 | 42 | 7
COc1ccc(NC(=O)Cn2nnc(C(N)=O)c2N)c(OC)c1 | -1.2 | 5 | -5 | -1.0 | 3 | 8 | 0.1 | -4 | 10 | 4
Cc1ccc(N=c2ssnc2Cl)cc1 | 3.0 | 1 | 16 | 0.1 | -10 | 5 | -0.2 | -4 | 15 | -3
COc1ccc(S(=O)(=O)N2CCOCC2)cc1NC(=O)CSc1ncccn1 | 2.2 | 7 | -10 | -1.2 | -6 | -3 | 2.8 | 0 | / | 10
COc1cccc(C(C)NC(=O)Cc2cccs2)c1 (centres undefined) | -0.3 | 2 | ? | -0.2 | 2 | -1 | -4.2 | 4 | 4 | 6
COc1ccc(/C=C2\N=C(C)OC2=O)cc1OC(C)=O | -0.7 | 3 | 8 | -0.7 | / | 15 | -1.1 | 6 | 49 | 1
CS(=O)(=O)c1ccccc1C(=O)N1CCN(S(=O)(=O)c2ccc(C3CCCCC3)cc2)CC1 | / | 7 | ? | -2.8 | / | 5 | 0.2 | 3 | / | 6
CC1Cc2ccccc2N1C(=O)CSc1nnc2n1C(C)(C)Cc1ccccc1-2 (centres undefined) | -1.3 | -11 | -3 | -0.7 | 5 | 3 | / | 4 | -8 | 2
NC(=S)N/N=C/c1ccc(-c2cc(Cl)cc(Cl)c2)o1 | -1.3 | -2 | -3 | -6.0 | 2 | 8 | -2.0 | 6 | 4 | 11
O=C(C[C@@H]1C/C=C\C[C@H](NC(=O)OCC2c3ccccc3-c3ccccc32)C(=O)OC[C@@H]2CCCN2C1=O)N[C@@H](CO)Cc1ccccc1 | -2.0 | 1 | -4 | 0.8 | 4 | 4 | 0.6 | 2 | / | 0
CC1CCCN(C(=S)Nc2ccc(S(=O)(=O)N3CCCCC3)cc2)C1 (centres undefined) | -2.5 | -5 | ? | -1.3 | -11 | 3 | / | 1 | 19 | 9
O=C(NCC1CC1)c1ccc2c3n(nc2c1)-c1ccc(Cl)cc1CO3 | -1.4 | 4 | 6 | 1.6 | -12 | 2 | -1.6 | 1 | / | 0
O=C(OCc1cn([C@H]2CN(C(=O)C3CCCCC3)[C@@H](c3ccccc3)C[C@@H]2O)nn1)c1ccccc1 | / | 4 | -7 | -3.4 | / | 5 | -2.7 | -3 | / | -13
CCN(CCCNC(=O)C1CCN(S(=O)(=O)c2c(C)[nH]c(=O)[nH]c2=O)CC1)c1cccc(C)c1 | 0.0 | 0 | -2 | -2.0 | -3 | / | -3.1 | 4 | 17 | -3
O=C(CSc1n[nH]c(-c2ccncc2)n1)Nc1ccc(F)cc1 | 1.7 | 12 | -5 | -0.4 | 10 | 4 | 0.8 | 1 | 6 | 2
CC(C)=CCN1CCC(n2nccc2NC(=O)c2ccccc2Cl)CC1 | -0.2 | -13 | -5 | -1.0 | 1 | -1 | -3.2 | -1 | 14 | 6
COc1ccc(NC(=O)[C@H](C)NC(=O)[C@@H]2Cc3ccccc3CN2C(=O)OC(C)(C)C)cc1 | -0.7 | -1 | 5 | -2.0 | 2 | -5 | 0.6 | 2 | -17 | 4
CCc1c(C)nc2ncnn2c1NC1CCCc2ccccc21 (centres undefined) | -0.8 | 2 | -3 | 2.0 | 6 | -6 | / | 1 | 3 | 2

Another view of part of the listing above:
molecule	UGM FP inh	MazF activator	BoNT F protease	FadD28 FP inh	Rv3671c protease	CCHF vOTU inh	BioA inh	FBA Mtb inh	VHR inh abs	GDH-TPI inh
COc1ccc(S(=O)(=O)N2CCOCC2)cc1NC(=O)CSc1ncccn1	2.2	7	-10	-1.2	-6	-3	2.8	0	/	10
COc1cccc(C(C)NC(=O)Cc2cccs2)c1 (centres undefined)	-0.3	2	?	-0.2	2	-1	-4.2	4	4	6
COc1ccc(/C=C2\N=C(C)OC2=O)cc1OC(C)=O	-0.7	3	8	-0.7	/	15	-1.1	6	49	1
CS(=O)(=O)c1ccccc1C(=O)N1CCN(S(=O)(=O)c2ccc(C3CCCCC3)cc2)CC1	/	7	?	-2.8	/	5	0.2	3	/	6
CC1Cc2ccccc2N1C(=O)CSc1nnc2n1C(C)(C)Cc1ccccc1-2 (centres undefined)	-1.3	-11	-3	-0.7	5	3	/	4	-8	2
NC(=S)N/N=C/c1ccc(-c2cc(Cl)cc(Cl)c2)o1	-1.3	-2	-3	-6.0	2	8	-2.0	6	4	11
O=C(C[C@@H]1C/C=C\C[C@H](NC(=O)OCC2c3ccccc3-c3ccccc32)C(=O)OC[C@@H]2CCCN2C1=O)N[C@@H](CO)Cc1ccccc1	-2.0	1	-4	0.8	4	4	0.6	2	/	0
CC1CCCN(C(=S)Nc2ccc(S(=O)(=O)N3CCCCC3)cc2)C1 (centres undefined)	-2.5	-5	?	-1.3	-11	3	/	1	19	9
O=C(NCC1CC1)c1ccc2c3n(nc2c1)-c1ccc(Cl)cc1CO3	-1.4	4	6	1.6	-12	2	-1.6	1	/	0
O=C(OCc1cn([C@H]2CN(C(=O)C3CCCCC3)[C@@H](c3ccccc3)C[C@@H]2O)nn1)c1ccccc1	/	4	-7	-3.4	/	5	-2.7	-3	/	-13
CCN(CCCNC(=O)C1CCN(S(=O)(=O)c2c(C)[nH]c(=O)[nH]c2=O)CC1)c1cccc(C)c1	0.0	0	-2	-2.0	-3	/	-3.1	4	17	-3

Following part:
SMILES | UGM FP inh | MazF activator | BoNT F protease | FadD28 FP inh | Rv3671c protease | CCHF vOTU inh | BioA inh | FBA Mtb inh | VHR inh abs | GDH-TPI inh
CN(CCOc1ccccc1Cl)Cc1ccccc1 | -4.8 | -3 | -17 | -1.3 | 9 | -9 | 1.7 | -2 | 6 | -4
COc1ccc(S(=O)(=O)CCc2nc3ccccc3s2)cc1 | -0.3 | 0 | -2 | -1.4 | -4 | 2 | -1.2 | 0 | 7 | 1
CN(C)CC(O)COC(c1ccc(Cl)cc1)c1ccc(Cl)cc1 (centres undefined) | 3.5 | 22 | -8 | -3.7 | 3 | 15 | 4.9 | -5 | 9 | -3
O=C(Nc1ccc(Br)cn1)c1cccc2c1-c1ccccc1C2=O | -2.3 | 12 | -2 | -0.7 | 0 | 2 | / | -3 | 21 | -2
CCCc1cc(=O)n2[nH]c(CCc3ccccc3)nc2n1 | 1.4 | 2 | 2 | -3.5 | -3 | -2 | -0.1 | -3 | 32 | -7
Cc1ccc2[nH]c(=O)c3cc(C(=O)N(CCCOC(C)C)Cc4ccco4)sc3c2c1 | -0.3 | 8 | 6 | -1.7 | -11 | -8 | -0.4 | 28* | 46 | 12
CN(C)S(=O)(=O)c1cccc(COC(=O)CNC(=O)c2ccc(Br)o2)c1 | / | 2 | -10 | -2.3 | / | 12 | -0.6 | 1 | / | -9
Cc1ccc(S(=O)(=O)c2ccc([N+](=O)[O-])cn2)cc1 | -0.8 | 1 | -10 | -0.3 | 4 | 10 | 0.1 | 0 | 21 | -2
COc1ccccc1/C=C/CN1CCN(c2ccccc2)CC1 | 0.8 | -3 | 0 | -1.8 | 4 | -13 | -0.7 | 2 | -15 | 6
Cc1ccc(SCC(=O)Nc2cccc(NC(=O)c3ccco3)c2)cc1 | 3.0 | -12 | -6 | -7.1 | -16 | 3 | -1.6 | 2 | 9 | -5
O=c1[nH]c(=O)n(CCO)c2nnn(Cc3ccccc3)c12 | -1.8 | 1 | ? | -3.2 | 1 | 13 | 2.8 | 6 | 6 | -7
CCOC(=O)C1C(=O)C=C(c2cccs2)CC1c1ccccc1 (centres undefined) | 5.5 | 0 | 6 | 1.9 | 2 | 2 | / | -3 | -6 | 27
O=C(NCc1ccc(F)cc1)C1CCN(S(=O)(=O)c2ccc(N3CCCC3=O)cc2)CC1 | / | 7 | 0 | -3.5 | / | 2 | -1.1 | -2 | / | -5
CCOc1cc(/C=N/Nc2ncc(C)c(=O)[nH]2)ccc1O | 5.9 | 2 | -25 | -1.5 | 3 | -4 | / | -3 | 10 | 26
Brc1ccc(-c2csc(N/N=C/c3ccco3)n2)cc1 | 3.2 | 8 | -3 | -0.5 | -3 | 10 | -3.5 | 2 | 16 | 7
COc1ccc(-c2ccc3c(c2)CN(c2cccc(Cl)c2)Cc2cnnn2-3)cc1 | / | / | 4 | -4.1 | / | 3 | 0.5 | 0 | / | /
Cc1cc(OCc2nc(-c3cccs3)no2)cc(C)c1Cl | 0.1 | -8 | -4 | -3.7 | -7 | 10 | 0.8 | -3 | 36 | 7
CCN(CC)C(=O)C1CCN(Cc2ccc(Br)cc2)CC1 | 2.7 | 0 | -1 | 2.0 | -5 | 7 | 1.5 | 3 | 23 | 6
O=C(COc1ccccc1)N=C1SC2CS(=O)(=O)CC2N1c1ccccc1 (centres undefined) | 0.0 | -2 | -2 | -4.2 | 13 | 1 | 1.2 | 4 | 20 | 3
Cn1c(C(=O)N2CCC(C(=O)N3CCC4(CC3)OCCO4)CC2)cc2sccc21 | 0.2 | 2 | 1 | 0.8 | -8 | -10 | -0.3 | 0 | 25 | 2
COc1cc(OC)c(C2C(C(=O)Nc3ccccc3)=C(C)Nc3ncnn32)cc1OC (centres undefined) | -3.4 | -5 | 1 | -1.8 | 4 | 0 | 0.7 | -1 | 11 | -1
CCOc1ccc2[nH]c(C)c(CN3CCCCC3)c(=O)c2c1 | -0.6 | -10 | -8 | -1.9 | 0 | -12 | / | 14 | 26 | 14
COc1ccc(N2CC(C(=O)N3CCN(Cc4ccc5c(c4)OCO5)CC3)CC2=O)cc1 (centres undefined) | -2.1 | 8 | -1 | -2.9 | -6 | 12 | 3.6 | 0 | -11 | 0
CCCCN1CCCCC1(C)C(=O)NCc1ccc2c(c1)OCO2 (centres undefined) | / | / | 0 | -2.4 | / | 21 | 0.6 | -4 | / | -1
CCC(CO)Oc1cc(NC(=O)c2ccccc2)c2ncn(C(C)C)c2c1 (centres undefined) | -0.8 | 3 | -2 | -3.8 | 3 | -5 | 12&6.7 | 0 | / | 0
Nc1cc([N+](=O)[O-])ccc1Nc1ccccc1 | -1.5 | 3 | -7 | -0.2 | 12 | 16 | / | -7 | 18 | 11
O=C(C1=C(O)C(=O)N(Cc2ccccc2)C1c1ccco1)c1ccco1 (centres undefined) | -0.7 | 7 | -7 | -0.8 | 7 | 20 | -0.8 | -1 | 39 | 15
CC1(OC(=O)C2CCCC2)C(=O)C=C2C=C(c3ccsc3)N(C3CCCCC3)C=C2C1=O (centres undefined) | -0.7 | -1 | -42 | 1.0 | -9 | 15 | 4.7 | -3 | -4 | 9
CC(C)Cn1c(N)c(C(=O)COC(=O)c2cnc(Cl)c(Cl)c2)c(=O)n(C)c1=O | -0.5 | 4 | -1 | -8.1 | 3 | 18 | / | -8 | 9 | -6
O=C(Nc1ccc2ccccc2c1)c1ccc(NS(=O)(=O)c2ccc(Br)s2)cc1 | -0.1 | -1 | 8 | 2.0 | -15 | 0 | / | 0 | 0 | 5
CCS(=O)(=O)N1Cc2ccccc2CC1C(=O)Nc1cccc(S(=O)(=O)N(C)C)c1 (centres undefined) | -1.6 | -5 | 0 | / | -5 | -18 | -0.7 | 0 | / | -3
Cc1ccc(Cl)cc1NC(=O)C(Cc1ccccc1)N1C(=O)C2C3CCC(C3)C2C1=O (centres undefined) | 0.7 | -3 | 18 | -2.8 | -5 | -2 | / | -1 | -2 | 7
